Scp1 inh – blocks human Scp-1 phosphatase activity; Q9GZU7; Recombinant Scp1, phosphopeptide, malachite green phosphate absorbance; inhibition, % at 20 µM; hit rate 0.88% among 340,000;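 active = inhibition above about 50% at 20 µM, limit read from the data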;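 also: plate controls were DMSO wells with enzyme for no effect and wells lacking enzyme for full effect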
Target sequence (Q9GZU7 76-261 limits assumed): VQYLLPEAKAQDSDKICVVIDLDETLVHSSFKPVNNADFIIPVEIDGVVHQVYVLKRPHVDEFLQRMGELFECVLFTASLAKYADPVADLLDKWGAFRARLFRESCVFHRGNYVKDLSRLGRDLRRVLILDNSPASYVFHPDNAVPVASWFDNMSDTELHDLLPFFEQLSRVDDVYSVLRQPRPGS
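Test system: SCP-1 phosphatase catalytic domain, residues 76-261; measured by: colorimetric phosphate reagent with accelerator and stabiliser, absorbance at 630 nm; timing: enzyme reaction 45 min at room temperature, colour 5 min, stabilisation 30 min; also added: Phosphorylated 17-residue peptide substrate; compound dosing: one concentration, 20 µM, with 1.0% DMSO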
SKN-1 block – C. elegans SKN-1 inhibition; C. elegans VP596 Pgst-4::GFP/RFP ratio, acrylamide-induced, 24 h; inhibition, % at 21.8 µM; hit rate 0.49% among 360,000; AID 624304;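 active = interference check ratio from 0.5 to 1.5 plus GFP to RFP signal ratio inhibition reaching or exceeding a fixed threshold, cut at about 30% in these data, passing the limit was not always enough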; also: some compounds called inactive have numbers as strong as hits
SUMO1-SIM PPI – modulators of human SUMO1-mediated protein-protein interactions; P63165; SUMO1 binding to a labelled peptide, TR-FRET, 1 h; inhibition, % at 20 µM; hit rate 0.33% among 360,000; in the data active = inhibition above about 37%
Target sequence (P63165 whole entry, looked up): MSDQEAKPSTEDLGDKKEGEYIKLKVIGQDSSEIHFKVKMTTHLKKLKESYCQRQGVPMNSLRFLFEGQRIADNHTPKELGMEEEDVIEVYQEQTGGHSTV
NadD inh – blocks S. aureus nicotinate mononucleotide adenylyltransferase; hit rate 0.78% among 360,000; purified NadD enzyme, colorimetric absorbance read-out; inhibition, % at 20 µM; in the data active = inhibition above about 26%; also: some compounds past the cut are filed as inactive
LMPTP block – LMPTP (human) inhibition | P24666 | recombinant LMPTP-A, OMFP fluorogenic substrate, fluorescence intensity | inhibition, % at 20 µM | hit rate 0.22% among 360,000 | AID 651560;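 active = compounds that cut the enzyme signal by at least half of the control window in the single-dose screen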;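 also: plate controls were DMSO wells with enzyme plus substrate for no effect and substrate without enzyme for full effect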
Target sequence (P24666 whole entry, looked up): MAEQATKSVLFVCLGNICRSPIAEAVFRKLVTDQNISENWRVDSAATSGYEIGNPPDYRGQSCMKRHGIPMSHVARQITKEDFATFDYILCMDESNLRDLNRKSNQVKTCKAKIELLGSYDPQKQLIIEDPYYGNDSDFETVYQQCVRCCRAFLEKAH
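Test system: LMPTP-A, protein tyrosine phosphatase of low molecular weight; Input: 0.625 nM enzyme; Incubation: 50 min dark incubation at room temperature; Signal: endpoint fluorescence intensity from OMFP dephosphorylation; Read-out basis: % inhibition versus control wells.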
STEP block – blocks human striatal-enriched tyrosine phosphatase; AID 588621; hit rate 0.25% among 360,000; recombinant STEP, OMFP fluorogenic substrate, fluorescence; inhibition, % at 20 µM;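 active = inhibition at 20 µM, scaled per plate between control wells, above about 37%, limit read from the data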;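 also: 0% = DMSO with enzyme and substrate and 100% = substrate only without enzyme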
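Assay system: isolated STEP enzyme. Buffer or medium: pH 6.0 Bis-Tris with DTT and Tween 20. Also added: fluorogenic phosphatase substrate OMFP at 25 µM final. Dosing: 20 µM, 1% DMSO. Timing: 20 min reaction, room temperature, in the dark. Measured by: fluorescence intensity, excitation 480 nm, emission 540 nm. Evaluation: normalized % inhibition.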
CendR NRP1 mod – NRP-1/CendR interaction modulation; hit rate 0.85% among 360,000; inhibition, % at 25 µM; FAM-RPARPAR peptide binding to NRP-1, fluorescence polarization; O14786;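 active = inhibition or corrected inhibition above about 18%, plus a signal ratio from 0.5 to 1.5, limit read from the data, passing the limit was not always enough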; also: strong numbers were not always called active
Rpn11 block – blocks the human proteasome subunit Rpn11 | hit rate 0.59% among 360,000 | calls only at 20 µM | human 26S proteasome, Ub4-pepOG fluorescence polarization; 20S core pre-blocked with epoxomicin;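 active = inhibition at 20 µM, scaled to each plate's controls, above about 33%, limit read from the data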
Target sequence (O00487 whole entry, looked up): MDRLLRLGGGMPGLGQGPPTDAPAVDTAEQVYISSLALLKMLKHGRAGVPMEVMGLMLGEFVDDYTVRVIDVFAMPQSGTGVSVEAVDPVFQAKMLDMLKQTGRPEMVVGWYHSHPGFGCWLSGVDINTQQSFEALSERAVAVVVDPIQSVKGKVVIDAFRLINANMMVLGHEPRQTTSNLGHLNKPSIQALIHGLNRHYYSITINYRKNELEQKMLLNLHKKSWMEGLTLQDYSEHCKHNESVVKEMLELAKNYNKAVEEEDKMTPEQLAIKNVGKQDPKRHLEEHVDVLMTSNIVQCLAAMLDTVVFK
MT1-MMP act inh – inhibitors of human MT1-MMP activation | GFP/RFP ratio change, % at 20 µM | P50281 | HT1080 RFP-PRO-GFP cells, GFP/RFP ratio fluorescence, overnight; percent of plate control window, DMSO zero | AID 651647 | hit rate 0.061% among 360,000;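 active = GFP/RFP ratio change of at least 30% with cell ATP level not reduced by more than half and red fluorescence within 50% of control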; also: strong numbers were not always called active
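Material – HT1080 RFP-PRO-GFP cells · Control set – DMSO wells and RFP-L50D-GFP cells · Incubation – overnight cell settling, then overnight compound exposure, 37 °C, 5% CO2 · Compound dosing – single-point 20 µM compound, 1% DMSO · Read-out – GFP/RFP fluorescence ratio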
DNMT1 inh – inhibitors of human DNMT1 | P26358 | DNMT1 molecular beacon, Hinp1I cleavage, fluorescence | inhibition (reported as % activation of signal), % at 10 µM | hit rate 0.83% among 360,000 | AID 588458; in the data active = inhibition above about 50%
An asterisk follows results filed as active; i = inactive; x = no result given; + = active, no number; & = joins results of further samples.

SMILES	Scp1 inh	SKN-1 block	SUMO1-SIM PPI	NadD inh	LMPTP block	STEP block	CendR NRP1 mod	Rpn11 block	MT1-MMP act inh	DNMT1 inh
O=CN1CCN(C2CC(=O)N(c3ccc4c(c3)OCO4)C2=O)CC1 (configuration not stated)	-2.3	-14.0	-1.7	-0.2	0.4	0.0	-5.8	i	-3.2	1.7
COc1cc(NC(=O)C/C(C)=N/NC(=O)c2cccs2)c(OC)cc1Cl	-11.0	-12.2	-0.6	-1.2	0.6	0.4	1.3	i	-4.9	-6.5
O=S(=O)(Nc1ccccn1)c1cc(Cl)ccc1Cl	-10.0	-7.0	3.6	-0.4	-1.3	6.3	-18.0	i	-1.1	0.9
COc1ccc(NC(=O)c2ccc(-c3ccc(OC)cc3)s2)cc1	6.2	-5.2	0.2	2.3	3.7	-4.2	1.0	i	x	16.4
CCOCCCN(C)C1CCN(C(=O)c2oc3ccccc3c2NC(=O)Cc2cccc([N+](=O)[O-])c2)CC1	-1.7	-9.1	-24.9	-8.8	0.7	0.7	3.3	i	1.8	0.8
Oc1ccc(/C=N/Nc2ncc(Br)cn2)c(O)c1	-2.7	-1.7	-7.0	0.9	0.7	1.3	-3.4	i	-11.0	-4.3
O=C1c2ccccc2C(c2nnnn2Cc2ccccc2)N1Cc1ccc2c(c1)OCO2 (configuration not stated)	x	-9.1	1.9	4.6	0.0	x	-2.7	x	1.0	x
c1ccc2cc(OCCN3CCCC3)ccc2c1	-8.9	3.1	-9.6	2.0	-9.0	-1.7	4.2	i	4.7	-2.5
Fc1ccc(-c2nnc(Cc3nnc(-c4ccc(F)cc4)o3)o2)cc1	-3.4	-11.1	2.1	3.2	-3.0	-0.1	-35.0	i	-8.3	-3.6
COc1ccccc1NC(=O)Cc1nn(C)c(=O)c2ccccc12	-1.1	-1.2	-4.7	4.1	-2.5	3.0	1.4	i	2.6	-1.2
CC(=O)Nc1cc(O)cc(O)c1	3.5	-2.0	-2.7	-5.5	-2.8	-0.7	-10.8	i	-0.7	1.5
CC(=O)N1CCC(c2c[nH]c3ccccc23)CC1	5.3	-9.7	1.6	-0.7	-1.5	1.2	3.8	i	3.2	2.6
O=C(O)C1CSC(c2ccccc2Cl)N1C(=O)c1ccc(Cl)cc1 (configuration not stated)	-20.5	-10.2	2.9	3.9	0.7	1.0	11.4	i	0.4	0.8
CC(=O)Nc1ccc(S(=O)(=O)N(C)CC(=O)OC(C)C(=O)NC2CCCC2)cc1 (configuration not stated)	-7.2	8.5	7.4	-0.4	-0.2	-1.0	0.4	i	0.9	0.9
Cc1cc(C)nc(CCNC(=O)c2cc(COc3c(C)cccc3C)on2)n1	-4.2	-0.7	-2.6	-1.5	-1.1	0.5	-1.1	i	-2.9	-0.9
Cc1cc([N+](=O)[O-])cc(/C=N\NC(=O)C2COc3ccccc3O2)c1O (configuration not stated)	-10.4	7.3	-29.0	2.7	3.1	2.4	-0.8	i	3.4	-2.0
COc1ccc(C(=O)NC(=S)N2CCOCC2)cc1OC	-1.3	2.6	-3.0	-0.4	0.7	-2.7	3.2	i	-2.7	3.3
COc1ccc(NC(=O)CN(C)C(=O)c2cccc3ccccc23)cc1	-7.6	-5.4	-31.0	9.5	-9.3	-4.2	7.8	i	2.6	-3.7
COC(=O)c1ccc(CNC(=O)C23CC4CC(CC(C4)C2)C3)cc1	1.8	14.9	7.0	0.0	-0.3	-1.4	-5.5	i	0.4	-1.6
CCOC(=O)C1=C(SCC)c2cc3c(n2C1=O)CCCC3	-5.2	16.9	-14.1	-0.6	6.3	2.9	1.9	i	-22.3	-5.8

Entries of single compounds from above. Values in the order: Scp1 inh, SKN-1 block, SUMO1-SIM PPI, NadD inh, LMPTP block, STEP block, CendR NRP1 mod, Rpn11 block, MT1-MMP act inh, DNMT1 inh
COc1ccc(NC(=O)CN(C)C(=O)c2cccc3ccccc23)cc1 as listed: -7.6, -5.4, -31.0, 9.5, -9.3, -4.2, 7.8, i, 2.6, -3.7
Oc1ccc(/C=N/Nc2ncc(Br)cn2)c(O)c1 as listed: -2.7, -1.7, -7.0, 0.9, 0.7, 1.3, -3.4, i, -11.0, -4.3

4 of the entries above in order of the Scp1 inh value, largest number first.
smiles | Scp1 inh
COc1ccccc1NC(=O)Cc1nn(C)c(=O)c2ccccc12 | -1.1
Oc1ccc(/C=N/Nc2ncc(Br)cn2)c(O)c1 | -2.7
Cc1cc(C)nc(CCNC(=O)c2cc(COc3c(C)cccc3C)on2)n1 | -4.2
CC(=O)Nc1ccc(S(=O)(=O)N(C)CC(=O)OC(C)C(=O)NC2CCCC2)cc1 (configuration not stated) | -7.2

More structures follow.
SMILES	Scp1 inh	SKN-1 block	SUMO1-SIM PPI	NadD inh	LMPTP block	STEP block	CendR NRP1 mod	Rpn11 block	MT1-MMP act inh	DNMT1 inh
CCN(Cc1ccncc1)Cc1ccc(OC)cc1OC	3.6	4.3	3.8	-0.8	-3.4	0.8	4.7	i	4.0	1.7
Cc1ccc2c(c1)NCCO2	-4.4	-0.6	-5.2	-2.6	-0.9	0.5	0.0	i	0.3	-0.5
O=C1c2cccc3cccc(c23)C(=O)N1CCCN(C(=O)c1cccs1)c1cccc(F)c1	-23.6	6.8	-7.9	-2.4	7.1	6.3	-7.4	i	-12.5	9.4
COc1ccc(Cl)cc1NS(=O)(=O)c1cccc(C(=O)NCC2CCCO2)c1 (configuration not stated)	2.4	0.2	7.1	-9.5	-0.6	2.0	-2.5	i	0.5	-1.0
Cc1cc(C)cc(NC(=O)c2cc(C)nn2C)c1	-10.5	4.8	-2.4	-1.0	-2.2	-4.4	8.7	i	2.4	13.4
Cc1ccc(-c2c3c(=O)n(C)c(=O)n(C)c3cn2CCCN2CCOCC2)cc1	-12.7	2.5	-0.8	2.5	-4.8	-0.9	8.4	i	-8.0	3.4
COc1ccc(-c2nc3cc(C)ccn3c2NC2CCCCC2)cc1SC1CCCCC1	16.4	9.9&16.6	10.9&5.7	21.0&17.0	16.4&8.0	-0.2	-82.0&-92.0	x	-93.5&-20.7	0.7
Cn1c(NCCN2CCCC2)nc2cc(-c3ccsc3)sc2c1=O	x	-2.4	-34.5	4.6	2.8	3.3	13.9	i	4.3	-1.1
Cc1cc(C(=O)CSc2nncs2)c(C)n1-c1ccc2c(c1)OCO2	-2.5	-4.7	2.7	-3.3	-0.8	-1.4	-12.3	i	4.9	-3.6
O=C(O)c1c2c(nc3ccccc13)/C(=C/c1ccc(OC(F)F)cc1)CCC2	1.4	9.3	-1.7	6.5	-0.7	1.1	12.0	i	1.4	-1.9
Cc1ccc(S(=O)(=O)C[C@@H]2OC[C@H](C)N2S(=O)(=O)c2ccc(C)cc2)cc1	x	-17.5	-1.8	x	-0.2	x	5.8	x	1.6	x
CCC1SC(C)C/C(=N/NC(N)=O)C1C (configuration not stated)	-8.9	6.1	-2.6	0.3	-1.9	-1.6	-1.2	i	-0.6	-4.8
N#C/C(=C/c1ccc(F)cc1)S(=O)(=O)c1ccccc1	7.4	2.6	-4.9	-5.9	-1.5	1.5	3.4	i	-1.9	1.9
COc1cc2ccc(=O)oc2cc1O	21.3	-2.4	-11.0	2.6	-0.9	-1.0	-2.2	i	6.8	-3.7
Cc1nnc(SCC(=O)NC(C)(C)C)n1NCc1ccc(N(C)C)cc1	-2.0	9.5	3.6	0.6	-0.4	1.7	0.4	i	-1.5	-1.4
CC1(C(=O)Nc2ccc(Cl)cc2)Cc2c(-c3cccc(C(N)=O)c3)ccnc2O1 (configuration not stated)	x	5.4	7.0	4.8	0.1	-2.8	1.4	i	2.6	-5.4
CC(=O)c1c(C)n(CCc2ccc(Cl)cc2)c2ccc(O)cc12	-3.9	-1.1	1.1	-0.4	-2.8	-4.7	-6.9	i	2.1	10.3
COc1ccc(NC(=O)c2cccc3c(-c4cccnc4)coc23)cc1	x	12.4	14.6	0.7	1.3	1.1	-5.5	+	3.4	1.0
CN(CCNC(=O)C1CCCN(c2ncnc3c2nc2n3CCCCC2)C1)Cc1ccccc1 (configuration not stated)	-4.5	-2.9	-1.7	-3.7	-1.5	-2.6	4.1	i	-3.5	5.7
C/C(Cn1nnc([N+](=O)[O-])n1)=N\NC(=O)c1ccccc1	-3.8	-6.1	-27.1	1.5	-1.7	1.7	-8.4	i	-10.2	-1.5
O=C(COC(=O)/C=C/c1ccccc1)Nc1nnc(-c2ccccc2)o1	-8.9	13.5	0.7	3.5	0.1	1.0	-10.1	i	4.3	0.5
FC(F)(F)c1nc(SCc2ccccc2)n[nH]1	-6.9	10.6	5.2	-3.5	-3.5	1.6	8.1	i	1.8	3.0

Rewritten with values under each structure: part of the list above
Every second line gives: Scp1 inh, SKN-1 block, SUMO1-SIM PPI, NadD inh, LMPTP block, STEP block, CendR NRP1 mod, Rpn11 block, MT1-MMP act inh, DNMT1 inh
> CC1(C(=O)Nc2ccc(Cl)cc2)Cc2c(-c3cccc(C(N)=O)c3)ccnc2O1 (configuration not stated)
 : x, 5.4, 7.0, 4.8, 0.1, -2.8, 1.4, i, 2.6, -5.4
> COc1ccc(Cl)cc1NS(=O)(=O)c1cccc(C(=O)NCC2CCCO2)c1 (configuration not stated)
 : 2.4, 0.2, 7.1, -9.5, -0.6, 2.0, -2.5, i, 0.5, -1.0
> FC(F)(F)c1nc(SCc2ccccc2)n[nH]1
 : -6.9, 10.6, 5.2, -3.5, -3.5, 1.6, 8.1, i, 1.8, 3.0
> Cc1ccc(-c2c3c(=O)n(C)c(=O)n(C)c3cn2CCCN2CCOCC2)cc1
 : -12.7, 2.5, -0.8, 2.5, -4.8, -0.9, 8.4, i, -8.0, 3.4
> COc1ccc(NC(=O)c2cccc3c(-c4cccnc4)coc23)cc1
 : x, 12.4, 14.6, 0.7, 1.3, 1.1, -5.5, +, 3.4, 1.0
> Cc1nnc(SCC(=O)NC(C)(C)C)n1NCc1ccc(N(C)C)cc1
 : -2.0, 9.5, 3.6, 0.6, -0.4, 1.7, 0.4, i, -1.5, -1.4
